# Bioassay records from PubChem BioAssay.
# D3 ag = qHTS of D3 Dopamine Receptor Agonist: qHTS; AID 652048, 2013; max activation, %; D(3) dopamine receptor (Homo sapiens), P35462; D3R DiscoveRx beta-arrestin cells, luminescence, 90 min; hit rate 0.58% among 410,000; in the data active = max activation above about 30%; also: 0% is about no effect; mostly tested at two doses, the higher about 12 µM
# Target sequence (P35462 whole entry, looked up): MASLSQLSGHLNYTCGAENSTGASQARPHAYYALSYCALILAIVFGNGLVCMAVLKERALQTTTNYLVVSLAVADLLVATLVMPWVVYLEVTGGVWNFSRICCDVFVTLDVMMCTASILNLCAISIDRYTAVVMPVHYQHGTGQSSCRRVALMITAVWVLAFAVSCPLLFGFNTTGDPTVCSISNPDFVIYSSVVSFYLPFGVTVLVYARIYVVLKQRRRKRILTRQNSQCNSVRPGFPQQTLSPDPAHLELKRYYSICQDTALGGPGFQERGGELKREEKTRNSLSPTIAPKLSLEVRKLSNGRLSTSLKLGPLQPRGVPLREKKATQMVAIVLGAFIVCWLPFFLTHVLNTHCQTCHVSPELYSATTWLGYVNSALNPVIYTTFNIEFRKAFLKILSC
#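 Agonist mode: compounds and dopamine controls were applied to plated cells for 90 min at 37 degrees C after an overnight attachment at 1500 cells/well. Luminescent read-out followed 30 - 60 minutes at room temperature with DiscoveRx detection reagent.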
# PTHR1 agonist = qHTS for PTHR1 Agonists: Primary Screen; Parathyroid hormone/parathyroid hormone-related peptide receptor (Homo sapiens), Q03431; HEK293 GP2 PTHR1 cells, GloSensor cAMP luminescence, 1 h; Potency, µM (doses to about 115 µM), inactives show at the highest dose activation, hits mostly activators; hit rate 0.075% among 410,000; also: potency is read from the fitted curve at half-maximal effect; nearly all actives have a fitted effect of over 55% in size; some results filed as inactive show a strong effect at the top dose; inactives centre near -15; many of its hits are not listed in these tables
# Target sequence (Q03431 whole entry, looked up): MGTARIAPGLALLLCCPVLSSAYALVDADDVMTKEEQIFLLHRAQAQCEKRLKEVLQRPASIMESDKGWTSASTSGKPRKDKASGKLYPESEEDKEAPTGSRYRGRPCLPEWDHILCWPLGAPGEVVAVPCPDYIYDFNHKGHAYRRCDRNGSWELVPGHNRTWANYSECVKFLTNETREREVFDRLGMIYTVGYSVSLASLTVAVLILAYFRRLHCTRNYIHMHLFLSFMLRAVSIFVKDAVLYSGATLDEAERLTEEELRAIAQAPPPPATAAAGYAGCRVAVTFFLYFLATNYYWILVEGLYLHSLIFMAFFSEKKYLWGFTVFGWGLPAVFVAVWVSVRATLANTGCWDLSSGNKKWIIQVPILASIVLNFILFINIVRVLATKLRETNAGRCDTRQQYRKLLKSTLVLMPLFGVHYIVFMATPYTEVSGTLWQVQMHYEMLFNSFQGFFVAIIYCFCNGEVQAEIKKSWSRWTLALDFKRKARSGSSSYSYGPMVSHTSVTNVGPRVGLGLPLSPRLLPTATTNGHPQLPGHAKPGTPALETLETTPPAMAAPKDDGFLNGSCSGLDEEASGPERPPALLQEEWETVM
#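 HEK-293-derived GP2 cells expressing PTHR1 and a GloSensor cAMP reporter, 3,000/well, plated overnight, given luciferin plus IBMX (each 0.5 mM as added) for 1 h at 37 °C, then compound for 1 h at 37 °C. Luminescence was read after 15 min at room temperature.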
# EPAC2 ag = qHTS for Agonist of cAMP-regulated guanine nucleotide exchange factor 4 (EPAC2): primary screen | EPAC2 activation, biochemical qHTS; response scale: 100% = 6.5 mM cAMP response | hit rate 0.079% among 360,000 | Potency, µM (series often up to 154 µM), without a hit: at the highest dose activation, actives largely listed as activators; also: potency is read from the fitted curve at half-maximal effect; nearly all actives have a fitted effect of over 50% in size
#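 qHTS, titration series. 100 nM EPAC2 / 250 nM Rap1B-BODIPY-GDP / 50 uM GDP; RT; ex 480/em 540 nm, 5-min reads to 30 min. Norm. to 6.5 mM cAMP = activation.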
# D3 antag = qHTS of D3 Dopamine Receptor Antagonist: qHTS; max response, negative = inhibition, %; D3R cells, DiscoveRx beta-arrestin luminescence, antagonist mode; stronger effect = lower value; D(3) dopamine receptor (Homo sapiens), P35462; hit rate 2.5% among 360,000; in the data active = max response below about -50%; inconclusive = no clear call, values can overlap the other calls; also: % is scaled to controls: 0 for no effect and ±100 for the full control effect; mostly tested at two doses, the higher about 12 µM
#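 Cells expressing the human receptor were seeded at 1500 cells/well, incubated overnight at 37 degrees C in 5% CO2, then exposed to library compounds with dopamine controls for 90 minutes at 37 degrees C before luminescent detection.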
# MmCpn inh = Inhibitors of TCP-1 ring complex (TRiC) of Methanococcus maripaludis (MmCpn): qHTS; Chaperonin Mm-Cpn (Methanococcus maripaludis); purified Mm-Cpn ATPase, ADP Transcreener TR-FRET; Potency, µM (series often up to 76.9 µM), without a hit: top-dose activity, negative = inhibition, usual class: inhibitors; hit rate 0.031% among 330,000; AID 504842, 2011; also: potency is read from the fitted curve at half-maximal effect; % is scaled to controls: 0 for no effect and ±100 for the full control effect; nearly all actives have a fitted effect of over 80% in size
#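 Quantitative HTS used 25 nM Mm-CPN and 10 uM ATP in magnesium/KCl Tris buffer, pH 7.4, with 1 mM DTT. Hydrolysis ran 30 min at 37°C; ADP was read by HTRF.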
# EPAC2 antag = qHTS for Antagonist of cAMP-regulated guanine nucleotide exchange factor 2 (EPAC2): primary screen; hit rate 0.18% among 360,000; EPAC2 GEF exchange of Rap1B-BODIPY-GDP, fluorescence; Rap guanine nucleotide exchange factor 4 (Homo sapiens), Q8WZA2; Potency, µM (top dose mostly 114 µM), for the others: at the highest dose activity, negative = inhibition, usual class: inhibitors; AID 720708, 2013; also: potency is read from the fitted curve at half-maximal effect; % is scaled to controls: 0 for no effect and ±100 for the full control effect; nearly all actives have a fitted effect of over 45% in size; many of its hits are not listed in these tables
# pAkt inh = HTS Assay for Inhibitors of Akt Phophorylation: Primary Screen; Neuro2A IGF-stimulated pAkt S473 HTRF, 20 min; stronger effect = lower value; activity change, % for hits at 50 µM; hit rate 0.32% among 360,000; in the data active = activity change below about -80%; inconclusive = mostly about -51% to -80%; also: % is scaled to controls: 0 for no effect and ±100 for the full control effect
#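 Neuro2A cells in DMEM with 0.5% FBS, overnight at 37 deg C, given compound at single 50 µM final, then IGF (6 nM final) for 20 min at 37 deg C. Lysed; phospho-Akt Ser473 by HTRF after 24 h, 665/615 ratio.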
# CCT chaperon mod = High-Throughput Screening for Modulators of Cytosolic Chaperonin Activity; activity change, % (no concentration beside the values), hits read low; hit rate 0.3% among 360,000; AID 651819, 2012; purified chaperonin ATPase assay, HTRF ADP detection, 30 min; in the data active = activity change below about -30%; also: % is scaled to controls: 0 for no effect and ±100 for the full control effect
#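 TRiC (40 or 20 nM final, by batch activity) in 30 mM Tris pH 7.4, 100 mM KCl, 5 mM MgCl2, 1 mM DTT was treated with compound at 76 uM single dose, then 10 uM ATP, 30 min at 37 °C. ADP was read by HTRF Transcreener.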
# The depositor's hits bear a star; i = inactive; ? = inconclusive; . = no result given; & = joins results of further samples; [ ] = dose if it differs, or a comment. Unless noted, calls follow the shape of the dose curve; as a rule, active = well fitted curve in the direction sought with a large enough effect; inconclusive = small, poorly fitted or top-dose-only effect, or another doubt; inactive = no such curve, though single readings can be large; an effect the other way counts as inactive or inconclusive. Some of the compounds tested, so the mix of outcomes need not match the whole.
structure	D3 ag	PTHR1 agonist	EPAC2 ag	D3 antag	MmCpn inh	EPAC2 antag	pAkt inh	CCT chaperon mod
Cc1onc(-c2ccccc2Cl)c1C(=O)OCC(=O)Nc1cccc(S(=O)(=O)N2CCOCC2)c1	12.8	-26.8%	24.0%	9.9	-4.4%	-14.0%	i	0.0
CCOC(=O)C1CCN(C(=O)c2cc(S(=O)(=O)N3CCCCCC3)ccc2OC)CC1	-3.6	i	1.2%	0.4	1.8%	-4.8%	i	-0.5
Cc1cc(NC(=O)c2cc(S(=O)(=O)N3CCCCC3)ccc2C)no1	-9.0	i	0.1%	5.9	-3.1%	6.4%	i	2.7
CCOC(=O)NC1(NCc2ccccc2)Oc2ccccc2O1	4.7	-11.0%[57.5 µM]	-3.5%	36.5	-3.5%	0.0%	.	-6.8
CCOc1nc(-c2ccccc2)ncc1Oc1ccccc1	4.0	i	26.1%	-17.7	.	-6.4%	i	1.6
Cc1nnc(SCC(=O)NNC(=O)COc2ccc(Br)cc2)n1C	2.7	-8.9%	3.9%	10.7	0.8%	-26.2%	i	-1.8
O=C(CN1C(=O)NC2(CCCC2)C1=O)N1CCN(C(=O)c2ccco2)CC1	9.3	i	8.9%	5.8	0.0%	0.4%	i	1.6
O=C(CN1CCN(S(=O)(=O)c2cccc(Cl)c2)CC1)N1CCCCC1	-6.9	i	4.5%	2.2	-9.4%	4.2%	i	0.9
Nc1nc(-c2ccccc2)ns1	5.3	i	3.1%	6.3	.	8.2%	i	-0.1
CCOC(=O)C1CCN(C(=O)Cn2cc(C(=O)C3CC3)c3ccccc32)CC1	2.1	-7.4%[57.5 µM]	0.9%	9.8	0.6%	0.7%	i	-3.7
COc1ccc(N=Nc2c(C)[nH][nH]c2=O)cc1	-3.7	i	-5.0%	-17.0	1.3%	-10.5%	i	-2.5
O=C(Nc1ccc(-c2nnc(-c3ccccc3)o2)cc1)c1ccc(Br)o1	-3.8	-22.6%[57.5 µM]	1.5%	0.9	.	-7.1%	i	-3.0
C[C@H](CO)N1C[C@H](C)[C@H](CN(C)C(=O)Cc2cccnc2)Oc2ncc(Br)cc2C1=O	1.5	-12.5%	-0.5%	18.7	.	-1.4%	i	0.5
CCc1cc2c(NCc3ccco3)ncnc2s1	2.2	-20.2%	9.4%	2.2	-3.2%	-11.0%	i	-1.3
O=C(CSc1cc(Cl)ccc1Cl)NCC1CCCO1 (stereo not drawn)	-5.3	i	3.5%	-8.0	0.9%	10.2%	i	-1.1
Cc1ccc(S(=O)(=O)N2CCN(C(=O)c3cc4c(C)nn(-c5ccccc5C)c4s3)CC2)cc1	-11.6	-5.6%[57.5 µM]	13.1%	-6.3	-2.6%	20.9%	i	-1.6
COc1ccc(C(=O)Nc2ccc3nc(N4CCCCC4)cc(C)c3c2)cc1OC	5.1&-4.1	i	13.9%	-1.7	-0.2%	-2.2%	i	-1.1
O=C(NCC1CCCN1S(=O)(=O)c1cccs1)C(=O)Nc1ccccc1Cl (stereo not drawn)	2.6	-38.2%	8.8%	-6.8	-0.1%	10.1%	i	1.9
O=C(Oc1ccc2c(c1)OCO2)C12CC3CC(CC(C3)C1)C2	6.5	-4.0%	6.3%	11.8	0.8%	-9.3%	i	-0.4
COc1ccc(S(=O)(=O)NC(C(C)C)C(C)C)cc1OC	-7.8	i	-9.1%	73.8	1.0%	13.0%	i	-3.1

# Single records, from the list above. Order of screens: D3 ag | PTHR1 agonist | EPAC2 ag | D3 antag | MmCpn inh | EPAC2 antag | pAkt inh | CCT chaperon mod
# O=C(NCC1CCCN1S(=O)(=O)c1cccs1)C(=O)Nc1ccccc1Cl (stereo not drawn) across the screens: 2.6 | -38.2% | 8.8% | -6.8 | -0.1% | 10.1% | i | 1.9
# CCOC(=O)C1CCN(C(=O)c2cc(S(=O)(=O)N3CCCCCC3)ccc2OC)CC1 across the screens: -3.6 | i | 1.2% | 0.4 | 1.8% | -4.8% | i | -0.5

# Later entries.
structure	D3 ag	PTHR1 agonist	EPAC2 ag	D3 antag	MmCpn inh	EPAC2 antag	pAkt inh	CCT chaperon mod
CC(C)CCCCCCCCCCCCC(=O)NCC(=O)NC1C(O)C(O)C(Nc2ncnc3nc[nH]c23)OC1C(O)CO (stereo not drawn)	4.0	i	-7.5%	?	.	5.6%	i	0.2
O=C(CN1CCC(O)(c2cccc(C(F)(F)F)c2)CC1)NCCc1ccccc1	-9.9	-31.9%[inhibitor]	2.5%	-12.7	-0.4%	-1.5%	i	-0.5
CCc1nc(C)cn1S(=O)(=O)c1ccc([N+](=O)[O-])cc1	-1.1	8.9%	4.1%	-20.8	0.1%	13.0%	i	-1.5
CCC(=O)N1c2ccc(S(=O)(=O)CCC(=O)NCc3ccc4c(c3)OCO4)cc2CC1C (stereo not drawn)	0.3	-15.7%[57.5 µM]	-5.6%	12.9	-3.4%	-5.7%	i	-2.9
O=C(CN(c1cccc(C(F)(F)F)c1)S(=O)(=O)c1ccc(Cl)c([N+](=O)[O-])c1)NCc1ccc(F)cc1	-5.7	-34.7%[inhibitor]	-3.1%	-29.7	-0.9%	-8.0%	i	1.8
CC(C)CCN=Cc1c(O)n(-c2ccccc2)c(=O)c2ccccc12	0.2	i	17.2%	-9.5	-0.8%	-1.3%	i	-0.1
O=C(O)CNC(=O)c1cccc(C(F)(F)F)c1	-1.2	6.1%	4.0%	-5.7	-0.4%	-2.6%	i	1.5
Cc1ccc(C)c2c1N(Cc1ccccc1)C(=O)C21OCCO1	6.2	i	2.4%	10.4	-1.2%	?	i	0.4
COc1ccc(C[C@@H]2CN3C(=NC[C@@H]3C)N2C[C@H](C)NC(=O)CCC2CCCCC2)cc1	-64.5	i	2.3%	?	.	14.7%	i	1.7
COc1cc(/C=N/NC(=O)c2cc3ccccc3[nH]2)ccc1O	-2.9	-29.1%	4.0%	-4.5	-3.1%	-4.2%	i	-0.7
O=C(O)C/C(=C\c1cc2c(cc1Br)OCO2)c1nc2ccccc2s1	-19.4	?	-2.6%	?	?	?	i	-1.6
Cc1ccc2c(CN(C)Cc3cccc(Cl)c3)cc(=O)oc2c1C	4.7	-82.7%[inhibitor]	8.3%	-1.4	2.5%	-2.8%	i	-0.3
CCOc1cc(/C=N/NC(=O)OC)ccc1OCCSc1ccc(Cl)cc1	-5.6	-11.0%	14.1%	-11.8	-1.8%	6.4%	i	0.1
CCCOc1ccc(C(F)(F)F)cc1NS(=O)(=O)c1ccc(Cl)nc1	-1.2	-31.0%	-8.6%	10.0	0.1%	12.6%	i	2.2
O=C(COC(=O)[C@H](Cc1ccccc1)NC(=O)c1ccco1)Nc1ccccc1	1.9	i	2.4%	-10.2	1.2%	-20.2%	i	1.2
COC(=O)c1cccc(CN2C(=O)C(C)Oc3ccc(C)cc32)c1 (stereo not drawn)	0.9	-7.1%	20.7%	-6.7	.	-29.0%	i	-0.5
O=C(CCOc1ccccc1)N1CCN(S(=O)(=O)c2cccs2)CC1	1.3	-43.4%[inhibitor][57.5 µM]	9.4%	-21.5	-0.8%	-2.3%	i	3.2
CCOc1ncccc1C(=O)OC(C)C(=O)Nc1ccc(CC)cc1 (stereo not drawn)	7.0	-8.4%	-12.0%	20.3	-0.7%	-3.6%	i	-0.5
Cc1c(NC(=O)C(=O)N/N=C/c2cccs2)c(=O)n(-c2ccccc2)n1C	-11.8	-6.1%	-0.7%	11.1	0.9%	2.0%	i	-3.3
CCOC(=O)C(NC(C)=O)C(=O)Nc1ccc(OC)cc1 (stereo not drawn)	-12.3	9.6%	4.8%	-11.9	1.4%	25.8%	i	1.9
NS(=O)(=O)c1ccc(N2CCOCC2)c(C(=O)NCc2cccs2)c1	7.6	-20.5%	11.0%	5.1	0.3%	-8.9%	i	-28.8
CCCCCCC(=O)N(O)C1CC(=O)N(c2ccc(F)cc2)C1=O (stereo not drawn)	-26.6	-7.7%	-2.4%	?	3.2%	2.9%	i	1.5
O=C1CC(=O)C(n2cncn2)C(c2ccc(Cl)cc2)C1 (stereo not drawn)	0.0	-5.2%	8.8%	-3.3	0.1%	-2.6%	i	0.4
CC1(c2ccc(Cl)cc2)NC(=O)N(CC(=O)c2ccc3c(c2)OCO3)C1=O (stereo not drawn)	-15.5	-28.8%	8.9%	-23.1	0.2%	-4.6%	i	-0.3
CC(C)(C)c1cc(CCC(=O)NN)cc(C(C)(C)C)c1O	4.1	-13.7%	5.7%	2.4	-2.0%	-0.5%	i	1.0
O=C(CSCc1ccc(Cl)cc1)Nc1ccc(O)cc1C(=O)O	5.2	i	6.9%	6.1	-0.8%	-1.8%	i	0.1
CCCCCCC1CC(CCc2nc(=S)[nH][nH]2)C(=O)O1 (stereo not drawn)	-1.6	-38.7%	-11.5%	-12.7	-0.2%	-7.3%	i	-4.8
CCCCc1cc(=O)oc2c(C)c(OCC(=O)N3CCC(C(N)=O)CC3)ccc12	0.5	-42.6%[inhibitor]	3.1%	15.8	-1.3%	0.6%	i	-1.7
COC(=O)c1ccc2c(c1C(=O)OC)CN(S(=O)(=O)C(C)(C)C)[C@H]2CCO	-0.3	-21.6%	16.3%	2.2	.	2.7%	i	2.8
Cc1cc(N2CCN(C(=O)c3ccco3)CC2)c2ccccc2n1	0.4	i	6.2%	-8.1	-1.0%	-0.8%	i	-3.6
Cc1csc2nc(CCNS(=O)(=O)c3ccc4c(c3)OCCO4)cn12	4.4	i	-0.2%	8.2	0.0%	-21.0%	i	2.0
CCCCc1ccc(S(=O)(=O)Nc2nnc(C)s2)cc1	-4.1	i	-3.4%	0.0	0.9%	4.2%	i	0.0
CN(CC(=O)Nc1ccccc1Cl)C(=O)c1cc2c(s1)CCCCC2	2.0	-21.4%	9.1%	-10.8	.	-2.5%	i	-10.7
Fc1ccc(CSc2ncnc3scc(-c4ccccc4)c23)cc1	3.3	-8.3%	-0.4%	-11.2	-5.7%	-2.6%	i	0.7
